Source: PubChem (National Center for Advancing Translational Sciences (NCATS))
Menin MLL FP TR = displaces Texas Red mutant MLL peptide from human menin. AID 1768. Menin + Texas Red MLL mutant peptide, fluorescence polarization. hit rate 0.23% among 270,000. Potency, µM (doses to about 61.6 µM), for inactives: top-dose FP activity change, negative = inhibition, hits mostly inhibitors; active = well fitted inhibition curve with a large enough effect in the polarisation, with a control signal flat, not every such curve was filed as active; inconclusive = small, poorly fitted or top-dose-only effect, or effect the other way, or a change in a side signal; inactive = no such curve, though single readings can be large or run the other way; the % refers to the polarisation; note: potency is the fitted concentration of half-maximal effect; % of control where 0% means no effect; many of its hits are not listed in these tables
Target sequence (O00255 whole entry, looked up): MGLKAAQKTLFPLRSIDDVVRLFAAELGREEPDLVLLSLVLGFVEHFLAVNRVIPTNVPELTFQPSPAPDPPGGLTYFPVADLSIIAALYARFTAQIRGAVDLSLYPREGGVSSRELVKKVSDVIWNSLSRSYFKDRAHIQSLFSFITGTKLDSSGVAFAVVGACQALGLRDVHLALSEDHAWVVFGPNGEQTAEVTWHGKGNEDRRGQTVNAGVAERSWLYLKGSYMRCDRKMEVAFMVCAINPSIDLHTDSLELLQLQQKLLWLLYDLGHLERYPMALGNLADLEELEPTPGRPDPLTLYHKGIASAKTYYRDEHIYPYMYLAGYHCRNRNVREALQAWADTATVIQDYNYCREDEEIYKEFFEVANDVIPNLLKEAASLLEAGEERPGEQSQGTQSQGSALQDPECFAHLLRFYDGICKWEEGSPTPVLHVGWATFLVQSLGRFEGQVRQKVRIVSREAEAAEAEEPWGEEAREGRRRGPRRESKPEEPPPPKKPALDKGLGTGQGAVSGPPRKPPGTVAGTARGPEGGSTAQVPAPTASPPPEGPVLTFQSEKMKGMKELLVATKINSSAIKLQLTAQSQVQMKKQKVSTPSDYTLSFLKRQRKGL
MBNL1 CUG block = blocks human MBNL1 binding to CUG repeat RNA; Q9NR56; TR-FRET MBNL1-His/biotin-(CUG)12 binding, 665/545 ratio; Potency, µM (doses to about 57.5 µM), for inactives: top-dose activity change, negative = inhibition, actives largely listed as inhibitors; hit rate 0.036% among 280,000; AID 2675; active = well fitted inhibition curve with a large enough effect in the signal ratio, with a control signal flat, not every such curve was filed as active; inconclusive = small, poorly fitted or top-dose-only effect, or effect the other way, or a change in a side signal; inactive = no such curve, though single readings can be large or run the other way; the % refers to the signal ratio; note: potency is the fitted concentration of half-maximal effect; % is set by controls: 0 for no effect and ±100 for the full control effect
Target sequence (Q9NR56 whole entry, looked up): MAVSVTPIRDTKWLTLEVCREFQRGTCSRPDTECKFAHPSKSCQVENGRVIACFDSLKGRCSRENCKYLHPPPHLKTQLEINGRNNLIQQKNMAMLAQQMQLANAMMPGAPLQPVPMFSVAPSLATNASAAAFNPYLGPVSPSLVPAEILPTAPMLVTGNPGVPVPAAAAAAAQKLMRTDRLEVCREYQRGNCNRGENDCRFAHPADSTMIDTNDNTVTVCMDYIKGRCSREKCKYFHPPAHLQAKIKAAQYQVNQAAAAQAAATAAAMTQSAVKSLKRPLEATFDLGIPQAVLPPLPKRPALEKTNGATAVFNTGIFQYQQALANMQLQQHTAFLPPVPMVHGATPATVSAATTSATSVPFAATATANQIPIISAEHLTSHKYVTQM
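TR-FRET between His-tagged MBNL1 and biotin-(CUG)12 RNA, detected with Tb anti-His antibody (0.055 ng/ul) and streptavidin-XL665 (5 nM), 60 min at room temperature. Compounds titrated 92 nM to 58 uM; 665/545 nm ratio normalized to buffer and complex controls.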
S-ASM inh = inhibitors of human secretory acid sphingomyelinase; hit rate 0.006% among 340,000; placental ASM, HMU-PC fluorogenic substrate, 60 min; Potency, µM (top dose mostly 57.5 µM), for inactives: top-dose activity change, negative = inhibition, actives largely listed as inhibitors; AID 504937; note: potency is the fitted concentration of half-maximal effect
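Fluorogenic HMU-PC substrate (9 uM final) is turned over by placental ASM in 60 min at 37 C after a 10 min compound preincubation. Reaction ended by alkaline stop (pH 10), with fluorescence read at 386/447 nm.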
TSHR antag = antagonists of human thyroid stimulating hormone receptor | P16473 | TSHR-expressing cells, TSH-stimulated cAMP HTRF, 2 h; stronger effect = lower value | activity change, negative = inhibition, % at 11.5 µM | hit rate 0.2% among 330,000;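 active = activity change below a set negative limit, meaning inhibition stronger than a set level, cut at about -70% in these data; inconclusive = activity change between two set negative limits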; note: % is set by controls: 0 for no effect and ±100 for the full control effect
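Read-out is FRET at 665 nm (cryptate excitation 337 nm) from a cryptate-tagged anti-cAMP antibody, competed by cell cAMP against cAMP-d2. Compounds are tested on freshly harvested TSHR cells challenged with 4nM TSH (EC80) for 2 hours at 37 deg C.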
Chronic BCR inh = inhibitors of chronic active B-cell receptor signaling; Potency, µM (highest dose often 46.1 µM), without a hit: top-dose ratio change, negative = lower green/red ratio, actives largely listed as inhibitors; hit rate 0.05% among 340,000; ABC-DLBCL IkBa-CBG/CBR reporter, luminescence ratio, 4 h; AID 493014; active = well fitted inhibition curve with a large enough effect in the signal ratio, with a control signal flat, not every such curve was filed as active; inconclusive = small, poorly fitted or top-dose-only effect, or effect the other way, or a change in a side signal; the % refers to the signal ratio;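 note: potency is the fitted concentration of half-maximal effect; plate controls were basal doxycycline-induced cells for no effect and cells given 10 µM MG132 for full effect; MG132 reads +100%, hits lower the ratio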
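TMD8 ABC-DLBCL cells carrying doxycycline-inducible green luciferase fused to IkappaBalpha plus unfused red luciferase were exposed to compounds (up to 46 uM) for 4 hrs at 37C. Activity came from the overlap-corrected green/red luminescence ratio.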
Eya2 inh = Eya2 (human) phosphatase inhibition; recombinant Eya2, OMFP fluorescence dephosphorylation (OMFP is methylfluorescein phosphate); hit rate 0.006% among 330,000; O00167; Potency, µM (titrated, usually from 76.9 µM), inactives show at the top dose activity, negative = inhibition, hits mostly inhibitors; AID 488837; note: potency is the fitted concentration of half-maximal effect; % is set by controls: 0 for no effect and ±100 for the full control effect
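Eya2 protein (added as 0.2 uM solution) was preincubated with compound for 10 min at ambient temperature in 50 mM HEPES pH 7.5, 50 mM NaCl, 5 uM MgCl2, 0.05% BSA, 1 mM DTT. OMFP (added at 50 uM) then reacted 10 min; fluorescence read at 485/525 nm.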
USP2a inh = blocks human ubiquitin-specific protease USP2a. Potency, µM (series often up to 38.3 µM), for inactives: at the highest dose activity change, negative = inhibition, hits mostly inhibitors. hit rate 0.01% among 330,000. AID 463254. USP2 core, Ub-CHOP2 coupled fluorogenic reporter, 485/531;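 note: potency is the fitted concentration of half-maximal effect; plate controls were DMSO wells for no effect and full inhibition by NEM control for full effect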
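USP2 core (10nM final) preincubated 30min RT with compound in 20mM Tris-HCl pH 8.0, 2mM CaCl2, 2mM beta-mercaptoethanol, 0.05% CHAPS; 25nM Ub-CHOP2 plus 25nM reporter substrate added, fluorescence (Ex485/Em531) read after 60min.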
KCNH2 WT inh = inhibitors of human wildtype KCNH2 potassium channel. AID 720551. hit rate 0.37% among 340,000. Q12809. activity change, % at 1.84 µM. U2OS, BacMam KCNH2, thallium flux FluxOr; stronger effect = lower value;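 active = maximum activity change below -70%; inconclusive = maximum activity change between -70% and -50%; inactive = maximum activity change above -50%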; note: % is set by controls: 0 for no effect and ±100 for the full control effect
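U2OS cells transduced with wild-type KCNH2 virus are loaded with FluxOr dye for 45 min, and thallium flux is measured in kinetic reads before and after stimulation buffer. Rate constants are normalized to DMSO controls.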
PKM2 act = PKM2 (human) enzyme activation | P14618 | purified PKM2, Kinase-Glo ATP luminescence, activation; response scale: 0% is enzyme alone, no compound | Potency, µM (doses to about 57.5 µM), for inactives: top-dose activation, most hits filed as activators | hit rate 0.34% among 260,000; note: potency is the fitted concentration of half-maximal effect; % is set by controls: 0 for no effect and ±100 for the full control effect; nearly all actives have a fitted effect of over 55% in size
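Kinase-Glo luminescence reports ATP generated from ADP (0.1 mM) and PEP (0.5 mM) by purified hPK-M2 after 1 h at room temperature, pH 7.2 imidazole buffer; intermediate enzyme activity allows detecting inhibitors and activators.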
GALK inh = inhibitors of human galactokinase; hit rate 0.007% among 270,000; Purified GALK, Kinase-Glo residual ATP luminescence; Potency, µM (series often up to 57.5 µM), for the others: at the highest dose activity change, negative = inhibition, actives largely listed as inhibitors; note: potency is the fitted concentration of half-maximal effect; % is set by controls: 0 for no effect and ±100 for the full control effect
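Luminescence from leftover ATP (Ultra-Glo luciferase/luciferin) served as read-out after a 1 h room-temperature reaction of 5 nM GALK with 35 uM ATP and 100 uM galactose.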
Mito fusion act = inhibitors of mitochondrial division or activators of mitochondrial fusion. S. cerevisiae fusion-defective mutant growth rescue, CellTiterGlo 48 h. Potency, µM (top dose mostly 46.1 µM), for inactives: top-dose growth rescue (activation), hits mostly activators. hit rate 0.23% among 320,000;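 note: potency is the fitted concentration of half-maximal effect; % of control where 0% means no effect; nearly all actives have a fitted effect of over 45% in size; temperature-sensitive fusion mutants such as fzo1-1 at 37 °C on non-fermentable ethanol glycerol medium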
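Temperature-sensitive fusion-defective S. cerevisiae (e.g. fzo1-1, mgm1-5) were grown with compound in YPEG medium (3% ethanol, 3% glycerol) for 48 hours at 37C. Growth rescue was measured as viability by CellTiterGlo luminescence after 10 minutes at ambient.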
The depositor's hits bear a star; u = inconclusive; x = not tested or not shown; [ ] = dose if it differs, or a comment. Unless noted, calls come from the whole dose curve; as a rule, active = well fitted curve in the direction sought with a large enough effect; inconclusive = small, poorly fitted or top-dose-only effect, or another doubt; inactive = no such curve, though single readings can be large; an effect the other way counts as inactive or inconclusive. These rows are one share of the data (hit frequency here may not be typical).

SMILES | Menin MLL FP TR | MBNL1 CUG block | S-ASM inh | TSHR antag | Chronic BCR inh | Eya2 inh | USP2a inh | KCNH2 WT inh | PKM2 act | GALK inh | Mito fusion act
COC(=O)c1ccc(S(=O)(=O)NCc2ccc(S(N)(=O)=O)cc2)o1 | x | -7.2% | 3.4% | -3.1 | 4.1% | -0.7% | 3.8% | -0.7 | -6.0% | x | 2.9%
O=C(CSc1ccc([N+](=O)[O-])cn1)Nc1ccc2c(c1)OCCO2 | 10.9% | u | -0.8% | -3.6 | -6.0% | -6.4% | 0.8% | x | 0.1% | 3.2% | -3.6%
CCCCn1nnc(NC(=O)c2ccc([N+](=O)[O-])cc2Cl)n1 | x | u | 2.7% | 19.6 | -5.2% | 6.2% | 4.0% | 9.4 | 1.4% | 0.9% | 2.4%
Cc1c(Cl)cccc1NC(=O)Nc1ccc(C(=O)N2CCCC2)cc1 | -14.1% | u | -1.2% | -17.0 | 8.1% | 4.1% | 0.0% | 3.5 | -11.4% | -3.7% | -8.0%
CCc1sc(NC(C)=O)nc1-c1ccccc1 | -18.6% | -4.6% | 8.6% | 9.7 | u | -8.3% | 1.5% | 8.8 | 13.3% | -1.5% | 14.1%
COCCNC(=O)Cn1nc(-c2ccc(C)cc2)ccc1=O | 1.4% | u | 0.4% | -11.9 | 3.5% | 8.3% | 0.6% | 1.1 | -7.9%[11.5 µM] | -2.5% | 0.7%
O=c1cc(Cn2ccnc2)c2cc(O)ccc2o1 | -11.3% | u | 2.5% | 0.4 | -1.1% | -18.8% | -2.6% | -5.6 | x | 1.6% | -0.8%
Cc1oc(-c2ccc(Cl)cc2)nc1CS(=O)CC(=O)NCc1cccs1 (stereo not drawn) | 8.0% | 4.3% | 0.8% | 4.6 | 0.9% | 6.8% | 1.8% | 23.0 | 0.3% | 1.9% | -0.1%
c1ccc2c(c1)nnn1c3ccccc3nc21 | 9.8% | u | x | -5.9 | 9.3% | -3.3% | 2.9% | x | -21.4% | 8.6% | 19.1%
Cc1cc(=O)[nH]c(SCC(=O)Nc2nc(-c3ccccc3)c(-c3ccccc3)o2)n1 | -6.4% | -17.9% | 11.4% | -0.4 | u | -8.5% | -0.6% | 10.6 | -2.5% | -1.6% | 1.6%
CCc1ccc(-c2cc3c(=O)n(CC(=O)NCCCN4CCC(Cc5ccccc5)CC4)nc(C)n3n2)cc1 | x | -3.9% | 2.3% | 2.0 | -2.3% | 5.0% | 0.1% | -45.0 | x | 0.5% | 2.1%
Cn1c(N2CCN(S(=O)(=O)c3ccc(Cl)cc3)CC2)nc2ccccc21 | -14.1% | -12.1% | -1.0% | 5.8 | 8.7% | 1.3% | 3.5% | 21.1 | 0.2% | 3.4% | 19.7%
O=C(C[C@@H]1C/C=C\C[C@H](NC(=O)OCC2c3ccccc3-c3ccccc32)C(=O)OC[C@H]2CCCN2C1=O)N[C@@H](CO)Cc1ccccc1 | x | x | -3.7% | 22.6 | u | -12.4% | -13.0% | -4.7 | x | x | x
O=C(NC(=O)c1ccccc1)Nc1ccc(-c2cnco2)cc1 | x | -17.5% | 4.0% | -4.5 | -8.7% | -0.2% | 1.3% | 2.5 | 1.3% | -1.5% | -0.1%
O=C(NCCC(c1ccccc1)c1ccccc1)c1cnccn1 | -18.4% | -3.5% | 0.7% | 18.1 | 3.5% | 4.2% | 3.4% | 3.1 | 8.3% | 0.7% | 3.8%
COC(=O)C1(C)CCc2cc(OC)ccc2C1=O (stereo not drawn) | 15.8% | x | -0.4% | -4.4 | -7.1% | 4.0% | 0.8% | 11.5 | 0.9% | -3.3% | -2.1%
O=C(NCCc1c[nH]c2ccccc12)C1Cc2ccccc2CN1C(=O)c1ccco1 (stereo not drawn) | 8.8% | 1.5% | -5.1% | 4.1 | 1.0% | -16.2% | 1.6% | -1.4 | 0.0% | -1.5% | -3.1%
CCC(C)(C)NC(=O)CN(C(=O)CNS(=O)(=O)c1ccc(C)cc1)c1ccc2c(c1)OCCO2 | -4.4% | -3.4% | -1.5% | 6.0 | -5.3% | 1.2% | 0.0% | 0.7 | 14.9% | 3.4% | -2.3%
C=CCn1c(O)c(CN2CCN(Cc3ccccc3)CC2)c(C)c(C#N)c1=O | u | 10.8% | 5.0% | 6.3 | 26.4% | -4.9% | 13.6% | -14.4 | 4.3% | -0.1% | -4.1%
COCCNC(=O)CCCn1c(=O)c2cc(OC)c(OC)cc2n(CC(=O)NCCC2=CCCCC2)c1=O | -8.5% | -6.2% | -0.7% | -4.6 | 1.9% | 2.3% | 0.5% | -19.4 | 1.8% | 0.3% | -7.7%
CCC1CCC(C(=O)NNC(=O)OC)CC1 (stereo not drawn) | -7.8% | 10.8% | 5.6% | -6.3 | 1.7% | 1.3% | 2.5% | 11.7 | -9.8% | x | 1.1%
O=C(Nc1ccc(NC(=O)c2ccc(Cl)cc2Cl)cc1)c1ccc2c(c1)OCO2 | u | -5.7% | -1.8% | 8.9 | -1.0% | -8.6% | -0.7% | -0.7 | -1.3% | -1.7% | 0.4%
N#C/C(=C\c1cn(CC(=O)N2CCCCC2)c2ccccc12)C(=O)NCc1ccc2c(c1)OCO2 | 1.3% | x | 26.8% | -1.7 | 2.7% | -1.6% | 3.1% | 4.2 | -1.1% | 1.1% | -4.0%
Cn1c(=O)c2c(nc(N3CCN(Cc4ccccc4)CC3)n2CCSc2ncccn2)n(C)c1=O | -2.0% | -4.9% | x | 19.9 | 3.7% | -0.1% | 0.7% | x | 15.9% | 0.0% | 1.3%
Oc1ccc(N=Cc2ccc(OCc3ccccc3)cc2)cc1 | u | u | -0.4% | -6.1 | 10.3% | -13.4% | 1.8% | 26.7 | u | 0.3% | -3.9%
The results go on.
SMILES | Menin MLL FP TR | MBNL1 CUG block | S-ASM inh | TSHR antag | Chronic BCR inh | Eya2 inh | USP2a inh | KCNH2 WT inh | PKM2 act | GALK inh | Mito fusion act
Cc1cc(/C=C(/C#N)C(=O)O)c(C)n1-c1cccc2ccccc12 | 15.6% | 3.1% | 20.6% | -12.5 | 12.7% | -15.9% | 0.6% | -15.1 | x | 4.1% | 17.5%
COC(=O)CCCNC(=O)c1ccc2[nH]c(C)c(C)c2c1 | 5.7% | x | 12.5% | 4.8 | -28.2% | 8.1% | -0.9% | 0.1 | -2.1% | 9.0% | -1.6%
Cc1ccc(S(=O)(=O)N2CCN(C(=O)c3cccs3)CC2)cc1C | -6.8% | -16.4% | -0.2% | -7.3 | 0.0% | 0.4% | -0.8% | 4.0 | 24.5% | 0.2% | 4.6%
CN(C)CCCNc1c2c(c(C#N)c3nc4ccccc4n13)CCC2 | -0.7% | 13.0% | x | -11.7 | 13.1% | 0.7% | 0.2% | x | 1.9% | 1.4% | -15.3%
COc1cc(Cc2nccc3cc(OC)c(OC)cc23)c(S(=O)(=O)O)cc1OC | -15.8% | -2.4% | -0.1%[11.5 µM] | -1.2 | 4.1% | 13.0% | 4.2% | 8.9 | x | -0.5% | 0.5%
Cc1ccc(NC(=O)CN(C)C(=O)c2cccc(-n3cccc3)c2)cc1 | x | x | -4.0% | -5.5 | -1.5% | 32.2% | 0.6% | 8.0 | x | x | 5.7%
O=C(CN1C(=O)NC2(CCCCCCC2)C1=O)NC(=O)NCc1ccco1 | 6.2% | -3.4% | -0.5% | -12.5 | -1.9% | -1.0%[15.4 µM] | -2.3% | 2.6 | 0.4% | 0.5% | -3.0%
O=C(c1ccncc1)c1ccc(N2CCN(C3CC(=O)N(Cc4ccccc4)C3=O)CC2)cc1 (stereo not drawn) | 0.5% | u | -9.2% | -14.8 | -0.8% | 0.9% | -1.3% | 7.8 | -1.7% | -0.6% | -0.4%
Cc1nc2cc(NS(=O)(=O)c3ccccc3F)ccc2s1 | x | -2.1% | -0.9% | -5.4 | -2.1% | -12.9% | 4.7% | 8.6 | u | -2.0% | 3.4%
Cc1ccc(-c2nc(CN(C)C3CCOC3)c(C)o2)s1 (stereo not drawn) | -1.0% | -0.9% | 3.0% | -3.0 | 8.4% | 1.9% | 1.4% | 0.2 | 4.2% | 2.5% | -1.2%
CSc1ncccc1C(=O)OCC(=O)NC1CCCC1 | x | x | 2.4% | -29.0 | -2.9% | -0.6% | -3.4% | 1.8 | x | x | -0.4%
O=C(COc1ccc(F)cc1F)NNC(=O)Nc1cccc([N+](=O)[O-])c1 | 4.7% | u | 0.0% | 6.1 | 4.6% | 6.7% | 0.2% | -20.9 | 11.5% | -4.6% | 1.0%
